From PubChem BioAssay
AmpC no deterg: blocks E. coli AmpC beta-lactamase in detergent-free assay; P00811; AmpC nitrocefin hydrolysis, absorbance 480 nm, 0.0001% Triton; Potency, µM (top dose mostly 57.1 µM), without a hit: at the highest dose activity change, negative = inhibition, actives largely listed as inhibitors; hit rate 0.52% among 330,000; AID 485341;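 further: potency means the concentration at half of the fitted maximal effect; plate controls were no compound for no effect and no enzyme for full effect; nearly all actives have a fitted effect of over 20% in size; some results filed as inactive show a strong effect at the top dose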
Target sequence (P00811 whole entry, looked up): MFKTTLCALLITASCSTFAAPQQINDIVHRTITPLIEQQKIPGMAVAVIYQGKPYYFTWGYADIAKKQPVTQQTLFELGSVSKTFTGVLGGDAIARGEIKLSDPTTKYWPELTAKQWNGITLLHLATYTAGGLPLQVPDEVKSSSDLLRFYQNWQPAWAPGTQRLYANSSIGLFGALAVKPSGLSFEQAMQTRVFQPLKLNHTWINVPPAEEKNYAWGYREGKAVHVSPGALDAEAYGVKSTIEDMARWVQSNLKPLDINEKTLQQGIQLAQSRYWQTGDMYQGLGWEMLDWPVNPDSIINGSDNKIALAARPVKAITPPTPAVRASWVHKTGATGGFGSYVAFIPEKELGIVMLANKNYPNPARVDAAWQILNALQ
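AmpC (5.3 nM in the dispensed reagent) in 20 mM phosphate pH 7.0 with 0.01% (detergent screen) or 0.0001% Triton X-100 was preincubated with compounds for 15 min at room temperature. Nitrocefin was then added from an 800 uM solution, and hydrolysis was followed at 480 nm.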
AmpC inh detg: AmpC beta-lactamase inhibition with detergent present; P00811; AmpC hydrolysis of nitrocefin, absorbance 480 nm, 0.01% Triton; Potency, µM (doses to about 114 µM), for the others: at the top dose activity change, negative = inhibition, usual class: inhibitors; hit rate 0.041% among 370,000; AID 485294;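 further: potency means the concentration at half of the fitted maximal effect; 0% = no-compound wells and -100% = no-enzyme wells; nearly all actives have a fitted effect of over 25% in size; some results filed as inactive show a strong effect at the top dose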
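20 mM phosphate pH 7.0 + 0.01% (detergent screen) or 0.0001% Triton X-100; 5.3 nM AmpC reagent; cpd preinc 15 min RT; nitrocefin (800 uM stock) to start; A480 q20 s × 4 min; Activity was normalised to no-enzyme and no-compound control wells.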
HCMV inh: inhibitors of human cytomegalovirus | hit rate 4.5% among 410,000 | activity change, negative = inhibition, % at 57.5 µM | HFF cells, HCMV-luciferase reporter, 72 h; stronger effect = lower value; in the data active means activity change below about -60%; inconclusive means no clear call, values can overlap the other calls; inactive means above about -39%
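Steps: HFFs plated, 16 h 37C; compounds added; HCMV-luciferase added to MOI 1 PFU/cell; 72 h 37C; OneGlo reagent, 5 min room temperature; luminescence read, normalized to controls.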
FBPA Giardia inh: inhibitors of Giardia lamblia fructose-1,6-bisphosphate aldolase | A8B2U2 | purified Giardia FBPA | Potency, µM (doses to about 59.6 µM), for inactives: at the top dose activity, negative = inhibition, hits mostly inhibitors | hit rate 0.71% among 290,000 | AID 2451; further: potency means the concentration at half of the fitted maximal effect; nearly all actives have a fitted effect of over 55% in size
Target sequence (A8B2U2 whole entry, looked up): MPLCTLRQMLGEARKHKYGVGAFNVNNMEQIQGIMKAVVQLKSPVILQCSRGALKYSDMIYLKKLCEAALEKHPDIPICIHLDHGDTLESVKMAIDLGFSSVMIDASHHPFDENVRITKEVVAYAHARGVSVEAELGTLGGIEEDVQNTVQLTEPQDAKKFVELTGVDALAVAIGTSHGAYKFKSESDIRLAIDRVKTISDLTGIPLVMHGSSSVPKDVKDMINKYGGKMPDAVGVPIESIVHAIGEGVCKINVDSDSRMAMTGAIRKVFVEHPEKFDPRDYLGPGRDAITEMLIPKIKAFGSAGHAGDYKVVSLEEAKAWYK
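Giardia FBPA (40 nM reagent) was preincubated 10 min at RT with compound (up to 57.5 uM final), then substrate plus GAPDH/TPI/NAD/arsenate coupling system with diaphorase/resazurin was added; resorufin fluorescence (525/598 nm) was read after 20 min.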
Sm TGR block: blocks Schistosoma mansoni thioredoxin glutathione reductase; Q962Y6; purified TGR, DTNB reduction, TNB absorbance 405 nm; Potency, µM (top dose mostly 114 µM), inactives show top-dose activity change, negative = inhibition, most hits filed as inhibitors; hit rate 3% among 360,000; AID 485364; further: potency means the concentration at half of the fitted maximal effect; nearly all actives have a fitted effect of over 60% in size
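Kinetic colorimetric format: TGR-catalysed, NADPH-driven DTNB reduction monitored via TNB absorbance. Enzyme dispensed at 20 nM; compound exposure 15 min at room temperature before reaction start.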
HCV inh: blocks hepatitis C virus; Potency, µM (top dose mostly 41.8 µM), inactives show top-dose activity change, negative = inhibition, usual class: inhibitors; Huh7.5.1 HCVcc-Cre infection, luciferase reporter, 44 h; hit rate 3.4% among 340,000; AID 651820; further: potency means the concentration at half of the fitted maximal effect
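Compounds are dispensed onto cells plated 4 h earlier at 1,000 per well, with HCVcc-Cre virus (about 0.5 moi) added next. Following 44 h of culture, luminescent signal is measured for 15 sec after 15 min with substrate at room temperature.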
Active calls of the source: *; ? = inconclusive; nt = no result given; & = joins results of further samples; [ ] = another dose, or the depositor's remark. Unless noted, the call rests on the fitted dose curve; in most records, active means well fitted curve in the direction sought with a large enough effect; inconclusive means small, poorly fitted or top-dose-only effect, or another doubt; inactive means no such curve, though single readings can be large; an effect the other way counts as inactive or inconclusive. Unless noted, on the % scale 0 is the no-effect control and ±100 the full control effect. Rows were taken by chance (roughly 9.9% active in at least one column).

SMILES	AmpC no deterg	AmpC inh detg	HCMV inh	FBPA Giardia inh	Sm TGR block	HCV inh
CCOC(=O)c1[nH]c2c(c1-c1ccccc1)C(=O)CC(c1ccccc1)C2 (stereo unspecified)	-5.6%	-3.2%	12.8	5.1%	3.7%	-7.4%[8.37 µM]
O=C(NCc1ccccc1)C1CCCC1	-4.6%	-8.3%	nt	-1.9%	13.1%	nt
CCOc1cc(/C=C/C(=O)N(CC)CC(=O)NCc2cccs2)cc(Cl)c1OC	155.4%[activator]	-21.4%	24.7	nt	0.1%	?
Clc1ccc(-c2nnc(C34CC5CC(CC(C5)C3)C4)o2)cn1	-8.2%	-1.8%	nt	3.4%	-0.5%	30.1%[activator]
Cc1ccc(OCC(=O)N2CCN(C(=O)c3cccs3)CC2)cc1	-22.1%	?	-3.5	2.9%	5.6%	14.4%
COc1ccc(CC(=O)Nc2ccc(C)c(S(=O)(=O)N3CCCCCC3)c2)cc1	-28.8%	-9.2%	-0.2	nt	-0.7%	?
O=S(=O)(NCCc1ccccn1)c1ccc(F)c(F)c1	-4.5%	?	-15.7	5.3%	3.3%	11.9%
Cc1cc(N2CCN(C)CC2)nc2ccc(NC(=O)Nc3ccccc3Cl)cc12	nt	17.3%	-99.8*	nt	3.2%	nt
Cc1ccc(OCCCC(=O)Nc2ccc(S(=O)(=O)N3CCOCC3)cc2)cc1	-15.6%	-2.5%	-62.6*	nt	-7.6%	?
COc1ccc(CCNc2oc(-c3ccccc3OC)nc2C#N)cc1	-2.9%	?	?	-4.9%	14.1µM*	-9.2%
Cc1cc(C)c2c(SC(C)C)nc(N)nc2n1	-10.7%	-8.0%	39.1	5.3%	-2.1%	-23.7%
CC1(C)NC(=O)N(CC(=O)N2CCCC(C(F)(F)F)C2)C1=O (stereo unspecified)	-15.7%	?	-14.4	nt	3.1%	23.4%
CCCCCCc1cc2cc(-c3nnc(-c4ccccc4)o3)c(=O)oc2cc1O	-18.6%	1.7%	-100.0*	7.1%	-11.9%	?
CCN(CC)CCNC(=O)c1ccc2c(c1)NC(=O)C(CS(=O)(=O)Cc1ccc(F)cc1Cl)N2 (stereo unspecified)	nt	-8.9%	?	nt	-29.7%	nt
O=C(c1cccc(OC2CCN(Cc3cc(F)cc(F)c3)CC2)c1)N1CCCC1	80.8%[activator]	-14.8%	?	11.6%	-3.5%	?
COc1ccc(NC(=O)CCS(=O)(=O)c2ccc3c(c2)CCN3C(C)=O)cc1	-1.5%	-0.9%	-7.5	nt	-12.8%	10.7%
Cc1ccc(NC(=O)CNc2ccc(Cl)c(Cl)c2)cc1S(=O)(=O)N(C)C	-26.5%	-13.7%	-72.4*	-6.1%	4.3%	6.31µM*
CN1C(=O)C(=Cc2ccc(N3CCOCC3)c([N+](=O)[O-])c2)C(=O)N(C)C1=O	-18.4%	0.6%	nt	-8.5%	nt	nt
O=C(CN(Cc1cccs1)C(=O)CNC(=O)c1ccco1)NC1CCCCC1	-3.4%	?	-14.1	1.0%	0.0%	-0.3%
CSc1sc(C(=O)NC(=O)NCc2cccnc2)c(C)c1-c1ccon1	1.7%	9.2%	-33.7	10.0%	-0.4%	?
CCCCN(C)C(=O)C(Cc1ccccc1)NS(=O)(=O)c1ccc2c(c1)c(=O)n(C)c(=O)n2C (stereo unspecified)	37.7%	?	-21.9&-31.9	-0.7%	-14.4%&-11.5%	5.0%
CCOC(=O)c1[nH]c(CSc2nnc(-c3ccncc3)n2CCOC)c(C(=O)OCC)c1C	178.2%[activator]	?	-10.6	-8.2%	2.3%	6.3%&-12.1%
CCOC(=O)c1c(C)n(Cc2ccco2)c2c1cc(O)c1ccccc12	-49.2%	-0.5%	-11.7	?	2.6%	-20.4%
O=C(O)CNC(=O)C1COc2ccccc2O1 (stereo unspecified)	-11.7%	-15.6%	33.5	6.5%	0.2%	2.7%
C=C(C)Cn1c(N2CCCC2)nc2c1c(=O)[nH]c(=O)n2C	1.0%	?	26.2	6.4%	-2.2%	6.0%

Entries of single compounds, quoted from the list. Order of values: AmpC no deterg | AmpC inh detg | HCMV inh | FBPA Giardia inh | Sm TGR block | HCV inh
`O=S(=O)(NCCc1ccccn1)c1ccc(F)c(F)c1` is listed with -4.5% | ? | -15.7 | 5.3% | 3.3% | 11.9%
`COc1ccc(CCNc2oc(-c3ccccc3OC)nc2C#N)cc1` is listed with -2.9% | ? | ? | -4.9% | 14.1µM* | -9.2%
`Cc1ccc(OCC(=O)N2CCN(C(=O)c3cccs3)CC2)cc1` is listed with -22.1% | ? | -3.5 | 2.9% | 5.6% | 14.4%

(next part)
SMILES	AmpC no deterg	AmpC inh detg	HCMV inh	FBPA Giardia inh	Sm TGR block	HCV inh
Cc1ccccc1-n1ncc2c([N+](=O)[O-])cc([N+](=O)[O-])cc21	-24.2%	-2.7%	-10.9	-0.2%	-25.9%	7.94µM*
COc1ccc(CCNC(=O)c2ccc3c(c2)N(Cc2ccccc2F)C(=O)c2ccccc2S3=O)cc1OC (stereo unspecified)	nt	1.5%	?	nt	-0.3%	nt
Cc1c(NC(=O)Nc2ccc(F)cc2)c(=O)n(-c2ccccc2)n1C	-15.3%	-7.3%	-15.4	-0.3%	-11.3%	19.4%
CCN(CC)c1nc2c(c(=O)n(C)c(=O)n2C)n1CCCc1ccccc1	87.2%[activator]	-11.6%	-9.2	2.0%	-32.0%	-8.9%
c1ccc(Cc2nn3c(-c4ccncc4)nnc3s2)cc1	-28.4%	-14.4%	?	7.3%	-2.9%	-4.8%
COc1ccc(/C=C\c2onc(C)c2S(=O)(=O)N2CCC(C(=O)Nc3cccc(C)c3C)CC2)cc1	nt	0.2%	-14.6	nt	-15.1%	nt
Cc1ccc(C(=O)N/C(=C/c2cccnc2)C(=O)N2CCCCCC2)cc1	-8.3%	7.3%	28.7	nt	2.9%	20.3%
Cc1ccc(NS(=O)(=O)c2c(C)noc2C)cc1	-9.5%	1.7%	-25.6	-8.8%	-8.2%	-0.7%
O=C1CSC(c2ccccn2)N1c1ccc(F)cc1F (stereo unspecified)	-10.8%	0.5%	?	2.5%	0.9%	5.1%
Cc1csc(NC(=O)c2ccc(C)c([N+](=O)[O-])c2)n1	-17.1%	?	21.0	-24.4%	-14.6%	-22.4%
Cc1ccccc1CNC(=O)CCNS(=O)(=O)c1ccc(OC(F)(F)F)cc1	-12.7%	1.8%	3.7	nt	7.1%	1.0%
COc1ccc(CNC(=O)CN2C(=O)CCCc3ccccc32)cc1	nt	21.6%	0.0	nt	4.2%	nt
Cc1nc(SCCCSc2n[nH]c(C)n2)n[nH]1	-17.6%	?	1.9	-0.9%	-5.1%	13.2%&21.9%
CC(C)(C)SCCNC(=O)c1ccccc1	-1.6%	0.7%	118.6	-6.6%	0.8%	-4.3%
O=C(c1ccc(Cl)c(S(=O)(=O)N2CCCCC2)c1)N1CCN(c2ccccc2)CC1	58.9%	0.7%	-76.6*	nt	-11.1%	?
CCOC(=O)/C(C#N)=C\c1cc(C)n(-c2ccccc2)c1C	-19.1%	?	?	-4.3%	-2.7%	?
Cn1ncc(Cl)c1C(=O)NC(=S)Nc1sc2c(c1C#N)CCCCC2	-32.3%	-1.1%	-60.0*	-0.4%	?	-5.1%
CCCN(CCC)CCCNC(=O)c1cc2c(=O)n(C)c3ccccc3c2s1	nt	3.4%	0.4	nt	10µM*	nt
CCCCOc1ccc(C(C)=O)cc1Cc1c(O)[nH]c(=S)[nH]c1=O	-38.3%	-21.4%	13.4	?	?	18.7%
Cc1cccc(N2CCN(C(=O)c3cn(C)c4ccc(S(=O)(=O)N(C)C)cc4c3=O)CC2C)c1 (stereo unspecified)	nt	1.1%	22.0	nt	5.0%	nt
CCCC(=O)Nc1cc(OC)c(C(=O)OC)cc1Cl	0.5%	-2.2%	-26.8	-0.4%	5.0%	9.6%
Cc1cccc(C(=O)N/N=C2\CS(=O)(=O)N(C)c3ccsc32)c1	-36.2%	-0.8%	?	-0.4%	-12.1%	?
O=C(Nc1ccc(S(=O)(=O)Nc2ncccn2)cc1)c1ccccc1Br	-19.7%	?	2.1	-29.3%	6.3%	12.4%
CCc1nc2ccccc2n1Cc1cc(=O)n2cc(C)ccc2n1	1.1%	?	15.9	-1.6%	4.1%	-3.6%
COc1ccc(-c2sccc2C(C)C(=O)O)cc1 (stereo unspecified)	23.8%	?	3.3	-4.8%	2.4%	7.9%

The results go on.
SMILES	AmpC no deterg	AmpC inh detg	HCMV inh	FBPA Giardia inh	Sm TGR block	HCV inh
Cc1ccc(-n2c(C)nnc2SCC(=O)N2CCOCC2)cc1	0.8%	-5.7%	20.9	1.3%	-21.4%	3.9%
O=C(NC1CCCCC1)c1cc(-c2ccco2)on1	-15.0%	0.0%	64.1	0.5%	4.6%	5.8%
CC(C)c1c(O)nc(SCCC(=O)O)[nH]c1=O	-18.5%	?	49.4	-0.2%	0.0%	16.1%
CC(=O)N1CCN(S(=O)(=O)c2cccc(C(=O)OCc3ccc(C(C)(C)C)cc3)c2)CC1	130.4%[activator]	-13.0%	4.4	nt	-0.7%	?
Fc1cccc(C2NN=C(c3ccccc3)S2)c1 (stereo unspecified)	-10.0%	?	91.2	1.1%	4.0%	3.8%
Cc1ccc2cccc(OCC(=O)N3CC(C)CC(C)C3)c2n1 (stereo unspecified)	-3.1%[11.4 µM]	?	?	-4.7%	0.9%	11.8%
Cc1csc(CN(C)C(=O)C2CCC(=O)N(CCN(C)C)C2)n1 (stereo unspecified)	10.7%	1.9%	-20.2	nt	?	3.4%
O=C(O)CCC(=O)N1N=C(c2ccccc2)CC1c1ccc(Br)cc1 (stereo unspecified)	-17.9%	4.0%	-20.8	13.7%	9.3%	7.2%
CCOc1ncccc1C(=O)OCC(=O)NCCCc1ccccc1	-0.8%	nt	32.0	nt	nt	14.6%
Cn1c(Nc2cccc(Cl)c2)nc2ccccc21	-48.8%	-6.4%	23.8	-7.7%	3.1%	-15.3%
COc1ccccc1C(=O)NC(=S)Nc1cc(C(=O)O)ccc1C	-10.3%	7.5%	71.1	23.3%	-7.3%	9.9%
O=C(c1cc([N+](=O)[O-])ccc1Cl)N1CCN(c2ccccc2)CC1	-8.7%	-14.5%	1.0	5.5%	-16.4%	2.1%
O=[N+]([O-])c1ccc(NC(=S)N2CCN(c3ccccn3)CC2)cc1	-18.8%	-1.6%	-38.3	-23.0%	-0.6%	-7.4%
CN(C)CCSc1nc(N)c2c3c(sc2n1)COC(C)(C)C3	-32.7%	?	29.1	5.4%	-8.0%	12.0%
CC(=O)c1cc(-c2ccccc2)n(CC(=O)NCCc2ccc(C)cc2)c1C	nt	6.4%	0.0	nt	14.1%	nt
Cc1c(NC(=O)C2(C)CCCCC2)c(=O)n(-c2ccccc2)n1C	-10.1%	?	-11.5	0.3%	17.0%[11.4 µM]	2.9%
CC(C)[C@H]1COCCS(=O)(=O)N1Cc1ccccc1-c1cccc2c1oc1ccccc12	-10.8%	nt	-20.8	nt	nt	12.6µM*
CN(C)S(=O)(=O)c1ccc(Cl)c(C(=O)OCC(=O)NC(=O)NC2CCCC2)c1	-3.7%	1.3%	5.0	nt	-1.6%	11.1%
